Bioassay records as filed in PubChem BioAssay.
HCV core dimer = HCV core protein dimerization inhibition; TR-FRET GST/Flag-core106 dimerization, 1536-well; inhibition, % at 5 µM; actives 0.33% (n = 300,000);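 active = inhibition above the mean of all tested compounds plus 3 SD, set per screening campaign, cut at about 45% in these data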
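System: GST-tagged and Flag-tagged HCV core protein residues 1-106 / Input: core106 proteins, GST 13.5 nM and Flag 17 nM / Buffer or medium: KF-containing HEPES buffer, pH 7.45, DTT, CHAPS, BSA / Probe or stimulus: Eu-anti-GST and XL665-anti-Flag labelled anti-tag antibodies / Schedule: 4 h, 22.5 °C incubation / Technique: TR-FRET 671 and 617 nm emission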
VLA-4 inh = inhibition in a human VLA-4 binding assay | P13612 | VLA-4 expressing cells, ligand binding flow cytometry | inhibition, % (about 7 µM as worked out from the volumes in the protocol) | actives 0.2% (n = 330,000); in the data active = inhibition above about 50%
proCasp7 act = counter-screen for procaspase-3 activators: activators of human procaspase-7. P55210. recombinant procaspase-7, Ac-DEVD-pNA absorbance 405 nm; D23A/D198A/D206A triple mutant, cannot self-cleave; scale: DMSO 0, 5 µM enzyme 100. activation, % at 8.5 µM. actives 0.093% (n = 330,000). AID 463210;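 active = percent activation above the screen-wide mean plus 3 SD, cut at about 25% in these data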
Target sequence (P55210 whole entry D23A/D198A/D206A): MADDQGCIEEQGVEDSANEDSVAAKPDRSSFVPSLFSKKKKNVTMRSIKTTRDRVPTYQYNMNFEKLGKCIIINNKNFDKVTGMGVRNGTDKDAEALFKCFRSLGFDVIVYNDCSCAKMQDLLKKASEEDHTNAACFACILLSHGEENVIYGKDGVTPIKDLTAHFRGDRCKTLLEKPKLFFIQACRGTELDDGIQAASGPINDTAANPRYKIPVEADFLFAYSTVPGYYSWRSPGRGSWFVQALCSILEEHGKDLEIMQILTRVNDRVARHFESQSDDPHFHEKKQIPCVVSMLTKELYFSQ
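Material: Procaspase-7 triple mutant (PC-7 D3A) | Quantity: 2 µM procaspase-7 mutant as dispensed | Reagent: DEVD-pNA substrate | Times: 1 h preincubation, 2 h reaction | Technique: 405 nm absorbance of p-nitroaniline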
Fh CTSL1 inh = counter-screen for PFM18AAP inhibitors: inhibitors of F. hepatica cathepsin L1; recombinant F. hepatica cathepsin L1, Z-Leu-Arg-MCA fluorescence; inhibition, % at 5.96 µM; actives 0.49% (n = 300,000); AID 1906;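 active = inhibition above the mean of all tested compounds plus 3 SD, set per screening campaign, cut at about 17% in these data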;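 note: 0% = plate median of test compound wells and 100% = 1 µM Z-Phe-Ala-diazomethylketone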
procasp3 activ = procaspase-3 (human) activation; P42574; recombinant procaspase-3 D3A, Ac-DEVD-pNA absorbance 405 nm; activation, % at 8.5 µM; actives 0.11% (n = 330,000);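 active = activation above the mean of all tested compounds plus 3 SD, cut at about 21% in these data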;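 note: 0% = DMSO alone and 100% = DMSO wells spiked with extra 5 µM PC-3 D3A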
Target sequence (P42574 whole entry D9A/D28A/D175A): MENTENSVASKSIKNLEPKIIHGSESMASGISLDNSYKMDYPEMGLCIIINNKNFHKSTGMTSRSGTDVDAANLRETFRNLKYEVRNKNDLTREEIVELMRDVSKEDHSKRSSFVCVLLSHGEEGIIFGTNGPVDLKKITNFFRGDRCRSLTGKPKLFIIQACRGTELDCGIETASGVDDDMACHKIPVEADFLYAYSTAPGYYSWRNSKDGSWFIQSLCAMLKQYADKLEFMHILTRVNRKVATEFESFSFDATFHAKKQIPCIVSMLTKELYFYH
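Assay system: Procaspase-3 D3A mutant, all three cleavage aspartates alanine. Buffer or medium: Zinc-free HEPES saline buffer with Triton X-100. Times: 1 h compound preincubation, 2 h substrate hydrolysis at 25 °C. Measured by: 405 nm absorbance of p-nitroaniline, reads at 0 and 120 min. Read-out basis: percent activation relative to control range. Replicates: singlicate.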
PP5 inh = blocks human protein phosphatase 5 activity; P53041; purified PP5c, OMFP substrate fluorescence; actives 0.18% (n = 320,000); inhibition, % at 6.7 µM;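 active = inhibition above the campaign's mean inhibition across all tested compounds plus 3 SD, cut at about 9.5% in these data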;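 note: 0% = DMSO only and 100% = 100 µM cantharidin control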
PP1 inh = blocks human PP1-alpha phosphatase, a PP5 counter-screen; inhibition, % at 6.7 µM; AID 2235; purified PP1alpha, OMFP fluorescence; actives 0.9% (n = 320,000);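 active = inhibition above the mean inhibition of all tested compounds plus 3 SD, computed separately for each screening campaign, cut at about 15% in these data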
JMJD2C inh = human JMJD2C demethylase inhibition; GST-JMJD2C(1-420) H3K9me3 demethylation, DELFIA europium; inhibition, % at 2.35 µM; actives 0.069% (n = 330,000); Q9H3R0;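 active = more than half of a compound's replicate wells show inhibition beyond 50%, single wells judged on their own value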;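 note: signal counts dimethyl H3K9 product captured on neutravidin plate; 0% = median of DMSO wells and 100% = 0.3 times that DMSO median; strong numbers were not always called active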
Target sequence (Q9H3R0 1-420 limits assumed): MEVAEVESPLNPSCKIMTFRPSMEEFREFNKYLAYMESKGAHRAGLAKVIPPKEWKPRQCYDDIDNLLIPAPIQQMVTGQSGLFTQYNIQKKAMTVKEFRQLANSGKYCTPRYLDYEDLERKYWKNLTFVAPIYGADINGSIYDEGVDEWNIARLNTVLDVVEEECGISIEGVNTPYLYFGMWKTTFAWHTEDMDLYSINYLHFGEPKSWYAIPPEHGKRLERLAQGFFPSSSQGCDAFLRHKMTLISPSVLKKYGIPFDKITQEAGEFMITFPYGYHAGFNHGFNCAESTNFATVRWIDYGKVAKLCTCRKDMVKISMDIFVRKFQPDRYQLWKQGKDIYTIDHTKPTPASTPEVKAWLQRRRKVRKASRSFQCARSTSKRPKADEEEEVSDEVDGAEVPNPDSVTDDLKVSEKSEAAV
GRK2 inh = human GRK2 inhibition via aptamer displacement; inhibition of aptamer binding, % at 10 µM; bead flow cytometry, FAM-aptamer displacement from GRK2; P25098; actives 0.59% (n = 330,000);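 active = inhibition of aptamer binding above 40%, roughly 3 SD of noise, on plates passing a quality check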;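 note: median bead fluorescence of bound FAM aptamer so fluorescent compounds give negative values; no value below 0 was filed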
Starred values were filed as active, the others as inactive; . = no result given.

SMILES | HCV core dimer | VLA-4 inh | proCasp7 act | Fh CTSL1 inh | procasp3 activ | PP5 inh | PP1 inh | JMJD2C inh | GRK2 inh
Cc1cccc(C(=O)Nc2nnc(COc3ccccc3)s2)c1 | 4 | -3 | 0 | -1 | -1 | -0.1 | 6 | -2 | 0
O=C(C1CCN(S(=O)(=O)c2cccs2)CC1)N1CCN(c2ccccc2)CC1 | 1 | -3 | 0 | -1 | -3 | 0.2 | -2 | -1 | 1
O=C(C1CC2C=CC1C2)N1CCN(c2ccccc2)CC1 (centres undefined) | -4 | 0 | -6 | -2 | 7 | -1.5 | 0 | 14 | 4
Cc1noc(C)c1C(=O)N1CCCc2ccccc21 | -2 | 0 | -5 | -2 | -3 | -0.1 | -2 | -8 | 0
CCn1ccc(C(=O)NCc2ccc3c(c2)OCO3)n1 | 1 | 7 | 8 | -2 | 6 | -0.6 | -1 | 0 | 3
O=C(CCC(=O)N1CCN(S(=O)(=O)c2ccc(Cl)cc2)CC1)NCc1ccccc1 | 1 | -2 | -2 | 1 | -4 | -2.4 | -3 | 12 | 0
Cc1[nH]n2c(=O)cc(-c3ccc([N+](=O)[O-])cc3)nc2c1-c1ccccc1 | 7 | 6 | 9 | 6 | 11 | 1.1 | 45* | 11 | 0
CCc1nc(N[C@@H](CC(C)C)C(=O)O)c2oc3ccccc3c2n1 | 0 | -6 | -3 | -2 | 1 | 4.7 | -4 | -31 | 3
CN(CC(=O)Nc1cccc(F)c1)C(=O)CSc1nc2ccccc2s1 | -1 | 6 | 3 | 7 | 9 | -0.8 | -4 | -4 | 1
CCCNC(=O)c1ccc(N2CCC3(CC2)CC(c2cccc(Br)c2)=NO3)c(NC(=O)c2ccc(Cl)c([N+](=O)[O-])c2)c1 | 19 | . | -3 | 0 | 11 | 1.3 | 1 | -12 | .
COc1ccc(-c2nc(CS(=O)CC(=O)NC3CCC(C)CC3)c(C)o2)cc1OC (centres undefined) | -7 | 2 | -2 | 0 | -1 | 0.8 | -3 | 33 | 0
COc1ccc(OC)c(-n2c(-c3cccc(C)c3)n[nH]c2=S)c1 | -7 | 1 | -16 | -1 | -2 | 1.7 | -3 | -2 | 3
O=C(c1ccccc1Sc1ccc([N+](=O)[O-])cc1)N1CCCCC1 | -3 | 5 | 5 | -2 | -14 | 0.8 | -6 | 5 | 1
O=C(Nc1nc2ccc(S(=O)(=O)N3CCCC3)cc2s1)C1CCCO1 (centres undefined) | 7 | 15 | 4 | -2 | 5 | 0.5 | 5 | -2 | 0
O=C(Cc1ccc(Br)cc1)c1ccc(O)cc1O | 4 | 10 | -1 | 4 | -2 | 2.3 | -1 | 4 | 3
Cc1nn(-c2ccccc2)c(N2CCCC2)c1/C=C1\N=C(c2ccc(OC(C)C)cc2)OC1=O | 7 | -16 | -1 | 74* | -6 | -1.4 | -3 | -1 | 4
CCn1c(SCC(=O)N2CCN(c3ccccc3)CC2)nnc1-c1ccoc1C | -8 | -2 | -1 | -4 | 7 | 1.4 | 1 | 4 | 2
CCc1ccc(N(CC)C(=O)c2ccc3c(Cl)c4c(nc3c2)CCC4)cc1 | 10 | 27 | 1 | 2 | -15 | 5.0 | 1 | -18 | 1
CC(C)c1ccc2nc(NC(=O)C3CC3)sc2c1 | -6 | 15 | 2 | -1 | 0 | 3.5 | 1 | 1 | 1
CC(=O)OC1CC(C)(C)N(OC(=O)CCCN2C(=O)c3ccccc3C2=O)C(C)(C)C1 | 3 | 11 | -4 | -3 | -8 | 2.6 | -4 | 5 | 1
CCOc1ccc(CNn2nnnc2N)cc1 | -5 | 10 | 10 | -1 | 6 | -2.2 | -1 | 11 | 0
CC(NC(=S)Nc1cccc(F)c1)C(c1cccs1)N1CCOCC1 (centres undefined) | -1 | -2 | 3 | -1 | -3 | -1.9 | -4 | 1 | 4
O=C(CSc1nc(O)cc(=O)n1-c1ccccc1)Nc1nc2ccccc2s1 | 7 | 0 | 5 | -3 | -8 | -0.2 | 7 | -6 | 4
CSCCC1NC2(C(=O)Nc3c(Cl)cccc32)[C@@H]2C(=O)N(C3CCCC3)C(=O)[C@H]12 (some centres undefined) | 8 | -4 | 0 | 0 | 1 | -2.3 | -2 | -2 | 5
CCC1(c2ccccc2)NC(=O)N(Cc2ccc(C(=O)OC)cc2)C1=O (centres undefined) | 1 | -1 | -1 | 2 | 0 | 1.4 | -2 | -21 | 1

Brought forward from above: three compounds; new compounds follow.
SMILES | HCV core dimer | VLA-4 inh | proCasp7 act | Fh CTSL1 inh | procasp3 activ | PP5 inh | PP1 inh | JMJD2C inh | GRK2 inh
O=C(CSc1nc(O)cc(=O)n1-c1ccccc1)Nc1nc2ccccc2s1 | 7 | 0 | 5 | -3 | -8 | -0.2 | 7 | -6 | 4
CSCCC1NC2(C(=O)Nc3c(Cl)cccc32)[C@@H]2C(=O)N(C3CCCC3)C(=O)[C@H]12 (some centres undefined) | 8 | -4 | 0 | 0 | 1 | -2.3 | -2 | -2 | 5
CCC1(c2ccccc2)NC(=O)N(Cc2ccc(C(=O)OC)cc2)C1=O (centres undefined) | 1 | -1 | -1 | 2 | 0 | 1.4 | -2 | -21 | 1
COc1ccccc1CNC(=O)CCC(=O)N1CC(C)Sc2ccccc21 (centres undefined) | 2 | 0 | 13 | -2 | 6 | 2.3 | -1 | -1 | 0
COc1ccc2cc3c(N)nn(C(=O)Cc4ccc(Cl)cc4)c3nc2c1 | -2 | -37 | 0 | 0 | 6 | 1.1 | 21* | -2 | 0
Cc1cc(NC(=O)CCC(=O)N(c2cccnc2)C(C(=O)NC2CCCC2)c2ccccc2F)no1 (centres undefined) | 3 | -2 | 0 | -21 | 8 | 0.3 | -3 | 4 | 0
CCCCN(CC)CCCNC(=S)Nc1ccc2nc(N3CCN(C)CC3)cc(C)c2c1 | 2 | 2 | 4 | -4 | 7 | -0.2 | -7 | 7 | 0
C=CCn1c(=O)c2c(nc(Br)n2Cc2ccccc2Cl)n(C)c1=O | 5 | 3 | 6 | -4 | -4 | 2.1 | 7 | 1 | 4
COc1ccc(/C=N/NC(=O)c2ccc(NC(=O)c3ccccc3Br)cc2)cc1 | -3 | 7 | 4 | 2 | 7 | -2.8 | -5 | -11 | 1
COc1ccc(C)cc1NCc1cc(=O)oc2cc(-c3ccccc3)c(O)cc12 | 13 | 3 | 11 | -3 | 4 | 0.5 | 8 | 11 | 5
Cc1sc2ncnc(N3CCN(Cc4ccccc4)CC3)c2c1-c1ccc(F)cc1 | 3 | 1 | 2 | 4 | 4 | 3.1 | -2 | 1 | 1
COc1ccc(CC(=O)OCC(=O)Nc2cccnc2Cl)cc1OC | -1 | 6 | 1 | -6 | 2 | -1.2 | 1 | -1 | 3
CC(C)C[C@H](CO)N(Cc1ccccc1)S(=O)(=O)N(Cc1ccccc1)[C@@H](CO)CC(C)C | . | -21 | 0 | . | 5 | . | . | -4 | 0
CCOC(=O)N1CCN(C(=O)C(=O)Nc2sc3c(c2C(=O)O)CC(C)(C)OC3)CC1 | -1 | 6 | -1 | 4 | -6 | -1.5 | -2 | 7 | 1
C#CCOCCOCCOCCNc1nc(N2CCN(C(=O)[C@H](CCC(=O)O)n3cc(CN)nn3)CC2)nc(N2CCN(C(=O)[C@H](CCC(=O)O)n3cc(CN)nn3)CC2)n1 | . | -10 | 12 | . | 5 | . | . | -4 | 0
Cc1cccc(NC(=O)CN2C(=O)c3ccccc3C2=O)c1C | 2 | 6 | -12 | -6 | 9 | -3.0 | 1 | 12 | 0
COC(=O)C1(NC(=O)NC23CC4CC(CC(C4)C2)C3)CCCCC1 | -6 | 36 | 0 | 1 | 2 | -2.3 | -5 | -3 | 0
N#C/C(=C\C1CC=CCC1)c1nc2ccccc2[nH]1 (centres undefined) | -3 | 9 | 6 | -7 | 11 | 0.5 | -3 | 14 | 0
C/C=C(\C)CN1CCC(n2nccc2NC(=O)c2ccc3c(c2)OCO3)CC1 | -1 | -15 | 4 | 2 | 6 | 2.8 | -1 | -29 | 1
CN(C)/C=C1\C(=O)Nc2ccccc21 | -10 | 12 | 6 | 0 | 2 | 1.2 | 1 | 2 | 3
Cc1cccc(OCC(=O)NNC(=O)c2cc(S(=O)(=O)N(C)C)ccc2N2CCCC2)c1 | . | 7 | 2 | . | 7 | -0.8 | 5 | 0 | 1
Cc1ccc(-n2nc3c([n+]2[O-])CCc2c-3no[n+]2[O-])cc1 | 7 | 13 | 0 | 0 | -5 | 1.1 | -4 | 4 | 0
CSc1ccccc1NC(=O)CN(C)CC(=O)NCc1ccccc1 | 0 | -1 | 10 | -4 | -3 | 3.2 | 2 | 10 | 3
O=C(O)[C@@H]1Cc2c([nH]c3ccccc23)C2CCC(=O)N21 (some centres undefined) | -3 | 6 | -6 | -3 | 0 | 0.3 | 0 | 2 | 2
COC(=O)c1ccc(COc2c(F)c(F)cc(F)c2F)o1 | -10 | 10 | 0 | -2 | 3 | 1.3 | 1 | -8 | 6
COCC1CCCN(C(=O)c2cc(COc3cncc(Cl)c3)on2)C1 (centres undefined) | -3 | 20 | 7 | -1 | -5 | 0.1 | -3 | 5 | 6
O=C(COC(=O)c1ccc(O)cc1)Nc1ccc2c(c1)OCO2 | . | 22 | 8 | . | 8 | . | . | -8 | 6
CC(C)C(C(=O)NCc1ccco1)N(CC1CCCO1)C(=O)CNS(=O)(=O)c1ccc(F)cc1 (centres undefined) | -13 | -13 | 2 | 3 | 2 | -1.4 | 0 | -4 | 3
Carrying on.
SMILES | HCV core dimer | VLA-4 inh | proCasp7 act | Fh CTSL1 inh | procasp3 activ | PP5 inh | PP1 inh | JMJD2C inh | GRK2 inh
Cc1ccc(N(CC(=O)N2CCOCC2)S(C)(=O)=O)cc1C | -7 | 5 | -3 | -2 | 2 | -0.3 | -2 | -7 | 0
COc1ccc(N2CCN(C(=O)c3cccc(N4C(=O)C5CC=CC(C)C5C4=O)c3)CC2)cc1 (centres undefined) | 13 | 11 | 9 | 1 | 0 | 1.5 | 2 | . | 2
COc1ccc(-c2cc(-c3cc(C)ccc3O)[nH]n2)cc1 | 7 | 2 | 0 | 9 | -1 | 9.1 | 7 | 10 | 0
Cn1cnnc1SCC(=O)c1ccc2c(c1)NC(=O)CO2 | . | -1 | -7 | . | -4 | -1.3 | -2 | 5 | 0
NS(=O)(=O)c1ccc(NC(=O)COC(=O)c2ccc(Cl)nc2)cc1 | -2 | -10 | 3 | -3 | 2 | -0.4 | -1 | 1 | 2
Oc1cc(O)c2c(c1)O[C@H](c1ccc(O)c(O)c1)[C@@H](O)C2 | 10 | 19 | 2 | -3 | -6 | -0.8 | -6 | 1 | 5
O=C(Nc1ccc(Br)cc1)C1CCN(C(=O)c2ccc(F)cc2)CC1 | 9 | -11 | 2 | -3 | -8 | -1.4 | 1 | 0 | 0
COC(=O)CNc1cc(S(=O)(=O)N2CCCCC2)ccc1Oc1cccc(C)c1 | 5 | 1 | 1 | -1 | -4 | 3.8 | 1 | 4 | 0
